# Assay outcomes as filed in PubChem.
# TIM10 inh: growth inhibitors of isogenic TIM10 control yeast, primary screen, counter-screen for tim10-1 yeast inhibitor project, luminescence, uHTS; S. cerevisiae TIM10 strain growth, BacTiter-Glo luminescence, 24 h; inhibition, % at 10 µM; 1.4% of 330,000 active;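 active = inhibition of 40% or more at the single tested concentration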;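 also: wild-type TIM10 isogenic control strain grown at permissive 25 °C; 0% = DMSO yeast wells and 100% = minimal medium wells without yeast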
# GRIN3A LBD mod: binders of NR3A ligand-binding domain, primary screen, biophysical, differential scanning fluorimetry, uHTS | Glutamate receptor ionotropic, NMDA 3A (GRIN3A) ligand-binding domain | NR3A LBD differential scanning fluorimetry, Tm shift; 0% = protein alone, 100% = glycine-bound protein | Tm shift relative to glycine control, % at 25 µM | 2.5% of 340,000 active;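 active = melting temperature shift of at least 10% of the positive control shift, at one fixed dose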
# APJ agonist: agonists of human apelin receptor APJ, primary screen, CHO-K1 cells, PathHunter beta-arrestin, luminescence; P35414; 0% DMSO wells, 100% apelin; activation, % at 20 µM; 0.11% of 330,000 active; AID 2520, 2010;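 active = activation more than six SD over the plate average, tested at 20 µM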;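 also: 0% = DMSO alone and 100% = apelin-13 at 10 nM; some results filed as inactive read as strong as hits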
# Target sequence (P35414 whole entry, looked up): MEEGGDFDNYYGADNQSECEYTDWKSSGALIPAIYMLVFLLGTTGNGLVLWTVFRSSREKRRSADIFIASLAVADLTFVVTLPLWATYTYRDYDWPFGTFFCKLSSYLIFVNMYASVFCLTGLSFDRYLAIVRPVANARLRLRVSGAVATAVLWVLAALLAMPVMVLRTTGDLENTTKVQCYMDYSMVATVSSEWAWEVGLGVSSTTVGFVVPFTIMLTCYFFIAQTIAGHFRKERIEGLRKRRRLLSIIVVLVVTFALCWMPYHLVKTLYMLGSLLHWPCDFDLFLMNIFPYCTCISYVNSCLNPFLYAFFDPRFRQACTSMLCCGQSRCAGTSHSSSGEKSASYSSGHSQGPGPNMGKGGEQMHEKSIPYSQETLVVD
#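 system = engineered CHO-K1 APJ arrestin reporter cells | input = 1000 cells per well | timing = overnight seeding, 90 min compound at 25 °C, 1 h detection | measured by = enzyme-fragment complementation luminescence | read-out = beta-arrestin recruitment to APJ as agonist activity, luminescent signal | control set = negative DMSO alone, positive Apelin-13 at 10 nM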
# MIN6 prolif: inducers of MIN6 beta-cell proliferation, primary screen, ATP luminescence, uHTS; 0.29% of 330,000 active; AID 2380, 2010; MIN6 cells proliferation, ATPlite luminescence, 48 h; cells starved in 0.2% serum; 100% = growth in 10% serum; proliferation, % at 10 µM;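 active = compounds whose signal lies at least 3.5 SD above the mean of all wells on their plate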;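 also: 0% = DMSO-treated cells in low-serum medium and 100% = 10% serum control; some compounds called inactive have numbers as strong as hits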
# NALP3 yeast inh: NALP3 inflammasome inhibitors in reconstituted yeast, primary screen, luminescence, uHTS. Yeast reconstituted NLRP3/ASC/caspase-1, beta-gal luminescence, 24 h. inhibition, % at 10 µM. 0.39% of 330,000 active. AID 2825, 2010;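 active = inhibition of 50% or more; inactive = inhibition below 50%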;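 also: plate controls were induced DMSO wells for no effect and uninduced yeast grown without galactose for full effect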
# APJ antagonist: antagonists of human apelin receptor APJ, primary screen, CHO-K1 cells, beta-arrestin complementation, luminescence | inhibition, % at 20 µM | 0.32% of 330,000 active | AID 2521, 2010;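 active = inhibition above about 40% at 20 µM, limit read from the data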;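 also: cells challenged with 10 nM apelin-13 agonist together with compound; plate controls were apelin-13 plus DMSO wells for no effect and DMSO wells lacking apelin-13 for full effect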
# tim23-1 inh: growth inhibitors of tim23-1 mutant yeast, primary screen, luminescence, uHTS; 1.3% of 330,000 active; S. cerevisiae tim23-1 growth, BacTiter-Glo luminescence, 24 h; inhibition, % at 20 µM; AID 463212, 2010;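 active = growth inhibition of the mutant yeast at or above 50%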;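 also: temperature-sensitive mutant grown at 25 °C; plate controls were DMSO-treated mutant yeast for no effect and medium wells lacking yeast for full effect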
# tim10-1 inh: growth inhibitors of tim10-1 mutant yeast, primary screen, luminescence, uHTS; AID 463190, 2010; 2.2% of 330,000 active; S. cerevisiae tim10-1 ts strain growth, BacTiter-Glo, 24 h; inhibition, % at 20 µM;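 active = inhibition of at least 40%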;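 also: mutant grown at 25 °C; 0% = DMSO wells with yeast and 100% = wells holding no yeast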
# MPTP block: mitochondrial permeability transition pore inhibitors, primary screen, biochemical, isolated mouse mitochondria, absorbance. inhibition, % at 10 µM. 1.4% of 360,000 active. Ca2+ swelling absorbance, 30 min;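 active = inhibition of 50% or more, scaled per plate between neutral and stimulator controls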;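 also: 0% = DMSO wells given calcium and 100% = 1 mM EGTA wells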
# * marks the source's active call; other numbers are inactive results; . = no result given.
1. Cc1nc2c(C#N)cnn2c2c1CCN2CC1CCCO1 (stereo not given)
2. Cn1c(/C=C/c2ccc(Br)cc2)c([N+](=O)[O-])c(=O)n(C)c1=O
3. CC1CCC(NC(=O)CCN2C(=O)C3C4C=CC(C4)C3C2=O)CC1 (stereo not given)
4. CCOC(=O)C1CCCN(CC(=O)NC2CC2)C1 (stereo not given)
5. CCOCc1nnc(NC(=O)c2cc(OC)cc(OC)c2)s1
6. CCOC(=O)c1sc(NC(=O)CCc2ccc(OC)cc2)nc1C
7. Cc1cnc(C(=O)Nc2nnc(SCc3c(Cl)cccc3Cl)s2)cn1
8. Cc1ccc(S(=O)(=O)N2CCC(C(N)=O)CC2)cc1[N+](=O)[O-]

Assay by compound	1	2	3	4	5	6	7	8
tim10-1 inh	21	42*	21	9	0	-1	34	2
APJ antagonist	14	21	-15	-12	25	-15	-27	-23
TIM10 inh	16	23	6	-4	15	-2	25	5
GRIN3A LBD mod	0	-3	-3	0	-2	0	-25	0
NALP3 yeast inh	-10	40	6	8	6	14	26	7
MIN6 prolif	-4	-1	1	0	1	0	-6	-1
MPTP block	5.3	-0.7	1.5	-0.9	-1.1	-1.7	-0.5	-0.5
tim23-1 inh	1	30	12	-1	8	-10	32	1
APJ agonist	-4	-3	-1	-4	-2	1	-4	1

9. O=C(COc1ccc(S(=O)(=O)N2CCOCC2)cc1Cl)NCC1CCCO1 (stereo not given)
10. CNS(=O)(=O)c1cccc(C(=O)OCC(=O)NCCCc2ccccc2)c1
11. OCCN1CCN(CC(O)COC(c2ccc(F)cc2)c2ccc(F)cc2)CC1 (stereo not given)
12. NS(=O)(=O)c1ccc(CCNC(=O)Nc2ccc(Cl)cc2)cc1
13. CC(=O)Nc1ccc(OC(F)(F)C(F)F)c(NC(C)=O)c1
14. Cc1onc(-c2ccccc2)c1C(=O)NCCN1CCOCC1
15. CCOc1ccccc1CNc1nnnn1C
16. CC(C)c1ccc(S(=O)(=O)Nc2ccc(-n3cnnn3)cc2)cc1

Assay by compound	9	10	11	12	13	14	15	16
tim10-1 inh	7	-3	-9	9	12	-3	-11	23
APJ antagonist	-1	14	3	3	10	10	-3	-21
TIM10 inh	3	-13	-8	-10	16	-11	5	21
GRIN3A LBD mod	-2	-1	0	-7	3	2	-4	-7
NALP3 yeast inh	2	-1	5	2	6	-4	8	16
MIN6 prolif	-1	-1	-3	0	-1	-2	-1	-3
MPTP block	-0.3	0.7	-0.7	-0.2	-1.0	-2.2	-0.7	1.8
tim23-1 inh	-3	2	-2	-23	18	0	2	13
APJ agonist	0	-3	-4	0	-3	3	4	-4

# 3 of the entries above in order of their number in MPTP block, highest first:
item | Compound | MPTP block
10 | CNS(=O)(=O)c1cccc(C(=O)OCC(=O)NCCCc2ccccc2)c1 | 0.7
9 | O=C(COc1ccc(S(=O)(=O)N2CCOCC2)cc1Cl)NCC1CCCO1 (stereo not given) | -0.3
15 | CCOc1ccccc1CNc1nnnn1C | -0.7

# Following part.
17. O=C(c1ccco1)N1N=C(c2cccs2)CC1c1ccccc1O (stereo not given)
18. O=C(O)c1cc(-c2ccccc2)n(-c2ccc(F)cc2)n1
19. Cc1ccc(O)c(CNc2nc3ccccc3[nH]2)c1
20. CCN1CCN(Cc2ccc(NC(=O)c3cc(NC(=O)c4ccc5n[nH]nc5c4)cc(OC)c3)cc2C(F)(F)F)CC1
21. COc1ccc(C2c3[nH]c4ccccc4c3CCN2C(=O)c2ccccc2C(C)=O)c(F)c1 (stereo not given)
22. CCOC(=O)Cc1csc2nc3sc(C)c(C)c3c(=O)n12
23. Cc1cc(-c2cc(-c3ccc(Cl)cc3)on2)nc(NC2CCCC2)n1
24. COc1ccc(OCC(=O)Nc2cc(OC)ccc2N2CCCCC2)cc1

Assay by compound	17	18	19	20	21	22	23	24
tim10-1 inh	19	0	-12	0	3	43*	-2	-2
APJ antagonist	28	18	8	9	2	10	3	16
TIM10 inh	33	1	0	-4	4	-6	0	-21
GRIN3A LBD mod	-3	-1	-5	-6	-2	0	2	2
NALP3 yeast inh	6	14	11	9	0	-1	11	12
MIN6 prolif	-4	2	-1	-2	-1	0	-4	-3
MPTP block	2.3	1.1	1.8	0.0	1.0	-0.7	1.3	0.5
tim23-1 inh	23	10	-3	-1	15	17	13	1
APJ agonist	2	0	-2	0	-2	4	-6	-1

25. Cc1ccc(NC(=O)c2ccc3snnc3c2)cc1C
26. CNCc1ccccc1Sc1cccc(O)c1
27. COc1ccc(/C=N/N2C(=O)CN(C(=O)c3ccccc3)C2c2ccc(OC)cc2)cc1 (stereo not given)
28. Cc1ccc(-n2ncc(C(=O)NC3CC3)c2C2CCN(C(=O)OC(C)(C)C)CC2)c(C)c1
29. CCOc1cccc(C(=O)N(Cc2ccco2)C2CCS(=O)(=O)C2)c1 (stereo not given)
30. COC(=O)CN(c1ccccc1[N+](=O)[O-])S(=O)(=O)c1ccccc1
31. Cc1ccc(NC(=O)CN(C)C(=O)COC(=O)CNS(=O)(=O)c2ccc(F)c(F)c2F)cc1
32. Cc1cc(C)c2nc(N)sc2c1

Assay by compound	25	26	27	28	29	30	31	32
tim10-1 inh	18	-3	19	1	-1	17	-1	1
APJ antagonist	17	-8	-21	-10	10	6	17	-18
TIM10 inh	-5	6	3	13	3	5	-5	1
GRIN3A LBD mod	0	-5	3	13*	-1	-2	1	-1
NALP3 yeast inh	38	21	6	8	-9	8	-3	25
MIN6 prolif	6	0	-1	-3	-1	-1	-6	3
MPTP block	-1.1	6.9	3.1	-0.6	-0.8	-1.8	-0.7	-2.2
tim23-1 inh	6	9	20	13	11	6	16	1
APJ agonist	1	-2	-6	-2	-2	-4	5	-2

# Entries of single compounds as entered above. Order of screens: tim10-1 inh | APJ antagonist | TIM10 inh | GRIN3A LBD mod | NALP3 yeast inh | MIN6 prolif | MPTP block | tim23-1 inh | APJ agonist
# Shown for COc1ccc(/C=N/N2C(=O)CN(C(=O)c3ccccc3)C2c2ccc(OC)cc2)cc1 (stereo not given) → 19 | -21 | 3 | 3 | 6 | -1 | 3.1 | 20 | -6
# Shown for Cc1ccc(NC(=O)c2ccc3snnc3c2)cc1C → 18 | 17 | -5 | 0 | 38 | 6 | -1.1 | 6 | 1
# Shown for CNCc1ccccc1Sc1cccc(O)c1 → -3 | -8 | 6 | -5 | 21 | 0 | 6.9 | 9 | -2
# Shown for COC(=O)CN(c1ccccc1[N+](=O)[O-])S(=O)(=O)c1ccccc1 → 17 | 6 | 5 | -2 | 8 | -1 | -1.8 | 6 | -4

# Additional structures follow:
33. NC(=O)c1ccc(=O)n(Cc2ccc(F)c(F)c2)c1
34. O=C(COc1ccc(Cl)cc1)NCc1ccncc1
35. Cc1cc2cc(CCNC(=O)C(=O)c3c[nH]c4ccccc34)c(=O)[nH]c2cc1C
36. O=C(CP(=O)(c1ccccc1)c1ccccc1)N1CCOCC1
37. O=C(Oc1c(CN2CCOCC2)cc(Cl)c2cccnc12)c1ccccc1
38. COc1cccc(=O)c2c(C)oc(C)c12
39. O=C(CNC(=O)c1cccc(F)c1)OCCOc1cccc(Cl)c1
40. O=C(/C=C/c1ccc2c(c1)OCO2)c1ccc(F)cc1

Assay by compound	33	34	35	36	37	38	39	40
tim10-1 inh	-3	0	12	11	51*	4	-14	15
APJ antagonist	-12	-4	-6	-36	10	11	16	-5
TIM10 inh	-15	-4	5	-5	36	-5	-18	3
GRIN3A LBD mod	0	0	-35	0	0	1	2	4
NALP3 yeast inh	6	6	12	2	28	17	21	5
MIN6 prolif	-3	2	-3	4	-6	0	1	-8
MPTP block	-0.8	0.4	3.4	1.0	-0.5	-2.1	0.9	-0.4
tim23-1 inh	4	5	17	9	42	-1	10	7
APJ agonist	-3	-2	3	-2	-2	-3	-6	4

41. Cc1nc(-c2ccc(S(=O)(=O)Nc3cc(F)ccc3F)cc2)co1
42. Oc1oc(-c2cccc3ccccc23)nc1/C=N/c1nccs1
43. COc1ccccc1C(=O)n1nc(C)cc1C
44. CCOc1cc(N2CCOCC2)c(OCC)cc1NC(=O)CN1C(=O)NC2(CCCCC2)C1=O
45. O=C(N/C(=C\c1cn(-c2ccccc2)nc1-c1ccccc1)C(=O)N1CCOCC1)c1ccccc1
46. O=C(Cc1ccccc1)Nc1ccccc1C(=O)N1CCCCC1
47. COc1ccccc1CNC(=O)c1cc2c(C)nn(Cc3ccc(F)cc3)c2s1
48. Cc1ccc(F)cc1NC(=O)c1sc2ncn(CC(=O)N3CCN(c4ccccn4)CC3)c(=O)c2c1C

Assay by compound	41	42	43	44	45	46	47	48
tim10-1 inh	29	18	-10	-7	15	-6	19	0
APJ antagonist	12	13	9	-8	-27	17	9	-6
TIM10 inh	28	32	4	6	-17	1	-10	9
GRIN3A LBD mod	-2	11*	-1	-1	.	-1	-3	-1
NALP3 yeast inh	11	2	-8	3	11	-3	5	5
MIN6 prolif	-2	-4	0	0	0	-2	-3	1
MPTP block	-0.8	11	1.5	-0.2	.	0.5	-2.7	-0.3
tim23-1 inh	34	33	9	9	-15	8	15	8
APJ agonist	1	-2	-1	-2	-3	1	0	-6

49. CCOC(=O)C1CCN(C(=O)Cn2nc(C)n3nc(-c4ccc(CC)cc4)cc3c2=O)CC1
50. CC(C)[C@H](NC(=O)C1CCN(C(=O)[C@H](Cc2ccccc2)NC(=O)OC(C)(C)C)CC1)C(=O)O
51. C=CCNC(=O)c1ccc(Cn2cc(C(F)(F)F)ccc2=O)cc1
52. CCCCCCC(=O)Nc1nnc(CC)s1
53. CC1CCCCN1S(=O)(=O)Cc1ccccc1Cl (stereo not given)
54. N#Cc1ccc(OCC(O)CS(=O)(=O)c2ccc(F)cc2)cc1 (stereo not given)
55. NC(=O)c1c(NC(=O)CN2CCOCC2)sc2c1CCC2
56. CN1CCN(c2ccc(NC(=O)c3cccc(S(=O)(=O)N4CCCC4)c3)cc2)CC1

Assay by compound	49	50	51	52	53	54	55	56
tim10-1 inh	13	1	1	5	2	9	9	7
APJ antagonist	-25	19	14	-9	-13	-12	-11	-8
TIM10 inh	7	10	5	4	9	4	3	-3
GRIN3A LBD mod	-1	0	1	-1	0	0	-7	-2
NALP3 yeast inh	29	-3	4	13	7	6	-4	11
MIN6 prolif	-6	8	-1	0	-1	-5	-1	-3
MPTP block	0.0	-0.8	-0.4	-0.4	0.1	-4.0	0.6	-0.4
tim23-1 inh	-20	18	7	6	16	25	19	7
APJ agonist	0	-5	-4	-3	-5	-2	1	0

57. CCOc1ccc(OCC(=O)NCCc2nc3ccccc3[nH]2)cc1
58. Cc1ccc(-n2[nH]c(C)c(C=Nc3ccc(Br)cn3)c2=O)cc1
59. COc1ccccc1OCCNC(=O)c1ccc2c(c1)OCCO2
60. CCC(C)NC(=O)C1CCC(=O)N(c2ccc3c(c2)OCO3)C1c1ccc(OC)cc1 (stereo not given)
61. CC(C)c1ccc(OCC(=O)NNC(=O)c2cnccn2)cc1

Assay by compound	57	58	59	60	61
tim10-1 inh	5	-29	16	-1	25
APJ antagonist	-5	21	-2	15	-14
TIM10 inh	15	2	11	-4	23
GRIN3A LBD mod	2	-1	0	0	0
NALP3 yeast inh	-4	10	7	18	17
MIN6 prolif	0	-2	-5	0	-4
MPTP block	1.2	1.2	-1.5	0.5	-1.4
tim23-1 inh	-3	-6	11	9	15
APJ agonist	2	-1	-3	-1	8
